NCOA1 inh: SRC1 coactivator transcriptional activity inhibitors, primary screen, cell-based, luminescence. HEK293 GAL4-SRC1 luciferase reporter. inhibition, % at 3.6 µM. 0.12% of 360,000 active;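 active means inhibition above the campaign mean plus 3 SD, with each screening campaign given its own cutoff, cut at about 60% in these data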;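 further: 0% = DMSO treated cells and 100% = gossypol at 36 µM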
SRC3 inh: SRC3 coactivator transcriptional activity inhibitors, primary screen, cell-based, luminescence; Nuclear receptor coactivator 3 (Homo sapiens), Q9Y6Q9; HEK293 GAL4-SRC3 luciferase reporter; inhibition, % at 3.6 µM; 0.17% of 360,000 active;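 active means inhibition above a per-campaign cutoff, the mean of all compounds plus 3 SD, cut at about 60% in these data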;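 further: 0% = DMSO-treated cells and 100% = gossypol-treated cells at 36 µM; higher means less SRC3-driven luciferase light from the GAL4 reporter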
SRC2 inh: inhibition of GAL4-SRC2 driven luciferase reporter, primary screen, SRC2 inhibitor project, cell-based, luminescence; Nuclear receptor coactivator 2 (Homo sapiens), Q15596; HEK293 GAL4-SRC2 luciferase reporter; inhibition, % at 9 µM; 0.17% of 370,000 active; AID 651957, 2012;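 active means inhibition above the mean inhibition of all tested compounds plus 3 SD, set per campaign, cut at about 52% in these data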;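 further: 0% = DMSO treated cells and 100% = cells given Gossypol at 36 µM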
ABHD5 PLIN5 PPI: ABHD5-PLIN5 interaction inhibitors, primary screen, cell lysate, split luciferase complementation, luminescence; Perilipin-5 (Homo sapiens) + 1-acylglycerol-3-phosphate O-acyltransferase ABHD5 (Homo …; Split G. princeps luciferase complementation, 4 h; inhibition, % at 4 µM; 0.78% of 360,000 active; AID 602281, 2012;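 active means inhibition above the mean inhibition across every tested compound plus 3 SD, cut at about 22% in these data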;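 further: 0% = DMSO only wells and the 100% control is not disclosed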
NOD2 RIPK2 PPI: NOD2-RIPK2 binding disruptors in cells, primary screen, fluorescence, CHO cells, BLA complementation; AID 624267, 2012; 0.38% of 360,000 active; inhibition, % at 4.98 µM; CCF4 ratio; Receptor-interacting serine/threonine-protein kinase 2 (Homo sapiens), O43353; in the data active means inhibition above about 21%;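 further: 0% = vehicle only and 100% = reference blocker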
Target sequence (O43353 whole entry, looked up): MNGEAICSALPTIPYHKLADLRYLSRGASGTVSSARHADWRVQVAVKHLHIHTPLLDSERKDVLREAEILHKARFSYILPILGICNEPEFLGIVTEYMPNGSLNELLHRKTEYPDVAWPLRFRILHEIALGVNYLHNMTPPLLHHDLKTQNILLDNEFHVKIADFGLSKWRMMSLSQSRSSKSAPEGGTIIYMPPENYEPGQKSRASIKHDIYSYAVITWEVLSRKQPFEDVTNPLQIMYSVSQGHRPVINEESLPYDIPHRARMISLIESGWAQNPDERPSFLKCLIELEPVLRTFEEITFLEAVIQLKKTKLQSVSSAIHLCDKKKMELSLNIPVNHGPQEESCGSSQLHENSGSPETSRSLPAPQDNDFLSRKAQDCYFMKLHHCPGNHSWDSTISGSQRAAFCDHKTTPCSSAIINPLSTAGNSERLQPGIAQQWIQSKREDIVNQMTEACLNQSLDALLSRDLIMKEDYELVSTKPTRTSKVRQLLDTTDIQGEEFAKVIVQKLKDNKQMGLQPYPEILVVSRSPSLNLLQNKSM
LRH-1 inv ag: LRH-1 (NR5A2) inverse agonists, primary screen, cell-based, luminescence, HEK293T, StAR-luciferase reporter; 0.13% of 360,000 active; inhibition, % at 3.6 µM; AID 602396, 2012; LRH-1 transfected, 24 h;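 active means inhibition above the mean inhibition of all tested compounds plus 3 SD, cut at about 73% in these data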;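 further: 0% = DMSO wells and 100% = reporter-only cells lacking LRH-1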
Exocytosis inh: LAMP-1 surface exposure blockers, TALL-104 cells – cell-based, flow cytometry, MLPCN library, primary screen. TALL-104 LAMP-1 surface exposure; cells stimulated with thapsigargin and PMA. inhibition, % at 10 µM. 0.66% of 360,000 active. AID 651702, 2012;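 active means inhibition above about 55%, limit read from the data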
TROY signal inh: inhibitors of TROY-driven NF-kB signaling, primary screen, Q293 LMP1-TROYcd cells, NF-kB luciferase, uHTS. Q293 LMP1-TROYcd NF-kB luciferase reporter, 4 h. inhibition, % at 10 µM. 0.98% of 360,000 active. AID 1347056, 2019;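 active means compounds whose plate-normalised and pattern-corrected inhibition of the luciferase reporter signal at the single screening dose is 50% or more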
TLR9-MyD88 inh: inhibitors of TLR9-MyD88 association in cells, primary screen, cell-based, CHO, BLA complementation, fluorescence. Toll-like receptor 9 (Homo sapiens) + Myeloid differentiation primary response protein …. CCF4 FRET ratio. inhibition, % at 4.98 µM. 0.21% of 340,000 active. AID 504734, 2011;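 active means inhibition above the mean over all tested compounds plus 3 SD, cut at about 21% in these data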;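 further: 0% = DMSO only wells and 100% = clavulanate BLA inhibitor control wells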
TWEAK Fn14 block: inhibitors of TWEAK-Fn14 signaling, primary screen, luciferase reporter cells, uHTS; AID 1159606, 2016; inhibition, % at 10 µM; TWEAK-stimulated Fn14 reporter cells, luciferase luminescence, 8 h; 2% of 360,000 active; in the data active means inhibition above about 50%
NR2F2 inh: NR2F2 transcriptional activity inhibitors, primary screen, cell-based, luciferase reporter, HEK293T, luminescence. COUP transcription factor 2 (Homo sapiens), P24468. HEK293T NGFI-A luciferase reporter. 0.7% of 370,000 active. inhibition, % at 8.6 µM;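 active means inhibition above a per-plate cutoff, mean inhibition of test wells between control levels plus 3 SD, cut at about 38% in these data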;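 further: cells cotransfected with COUP-TFII expression vector driving the NGFI-A reporter; 0% = median of COUP-TF2 test wells and 100% = reporter-only cells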
Target sequence (P24468 whole entry, looked up): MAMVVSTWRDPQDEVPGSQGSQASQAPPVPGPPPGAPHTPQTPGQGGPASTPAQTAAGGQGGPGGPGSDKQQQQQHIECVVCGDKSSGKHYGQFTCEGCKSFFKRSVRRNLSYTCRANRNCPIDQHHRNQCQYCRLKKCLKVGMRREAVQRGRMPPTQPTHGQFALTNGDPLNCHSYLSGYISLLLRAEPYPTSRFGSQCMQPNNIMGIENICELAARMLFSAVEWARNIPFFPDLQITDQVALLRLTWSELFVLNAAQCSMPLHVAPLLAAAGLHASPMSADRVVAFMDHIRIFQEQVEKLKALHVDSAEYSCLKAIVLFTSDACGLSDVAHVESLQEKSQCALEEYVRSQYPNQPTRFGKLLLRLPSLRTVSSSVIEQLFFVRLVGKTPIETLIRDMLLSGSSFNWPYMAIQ
* = called active by the depositor. Not all compounds are listed; the hit share may differ from the screen's.

`CCOc1ccccc1NC(=O)NC1CCN(CC(=O)Nc2ccc3c(c2)OCCO3)CC1` gave NCOA1 inh -3, SRC3 inh 5, SRC2 inh -10, ABHD5 PLIN5 PPI 7, NOD2 RIPK2 PPI -2, LRH-1 inv ag -5, Exocytosis inh -2, TROY signal inh -10, TLR9-MyD88 inh 2, TWEAK Fn14 block -16 and NR2F2 inh 3.
Screening Cc1nc(N2CCOCC2)nc(Oc2ccccc2F)c1[N+](=O)[O-] returned NCOA1 inh 2, SRC3 inh 16, SRC2 inh 1, ABHD5 PLIN5 PPI 4, NOD2 RIPK2 PPI 9, LRH-1 inv ag -13, Exocytosis inh -2, TROY signal inh 2, TLR9-MyD88 inh -5, TWEAK Fn14 block 3 and NR2F2 inh -4.
`Cc1cc(C)c2nc(N3CCC(C(=O)N4CCN(C(=O)c5ccco5)CC4)CC3)sc2c1` gave NCOA1 inh 2, SRC3 inh 1, SRC2 inh 5, ABHD5 PLIN5 PPI 6, NOD2 RIPK2 PPI -1, LRH-1 inv ag 2, Exocytosis inh 2, TROY signal inh -2, TLR9-MyD88 inh -10, TWEAK Fn14 block 28 and NR2F2 inh 21.
For O=C(O)c1ccc(S(=O)(=O)N2CCC(NC(=O)C3CCCCC3)CC2)cc1 the results were NCOA1 inh 4, SRC3 inh 20, SRC2 inh 1, ABHD5 PLIN5 PPI 8, NOD2 RIPK2 PPI 0, LRH-1 inv ag 9, Exocytosis inh -9, TROY signal inh -8, TLR9-MyD88 inh 0, TWEAK Fn14 block 4 and NR2F2 inh -2.
Screening O=C1CC(NCc2ccncc2)C(=O)N1c1ccccc1 (stereo unspecified) returned NCOA1 inh -24, SRC3 inh -14, SRC2 inh -5, ABHD5 PLIN5 PPI -1, NOD2 RIPK2 PPI -7, LRH-1 inv ag 9, Exocytosis inh 4, TROY signal inh -11, TLR9-MyD88 inh 0, TWEAK Fn14 block -3 and NR2F2 inh -9.
`C=CCOc1nc2c(c(=O)n(Cc3ccc(Cl)c(Cl)c3)c(=O)n2C)n1C` gave NCOA1 inh 5, SRC3 inh 27, SRC2 inh -15, ABHD5 PLIN5 PPI -1, NOD2 RIPK2 PPI 10, LRH-1 inv ag -11, Exocytosis inh 3, TROY signal inh 20, TLR9-MyD88 inh -5, TWEAK Fn14 block 8 and NR2F2 inh -2.
O=c1[nH]ncc(N2CCN(C(c3ccccc3)c3ccccc3)CC2)c1Cl was read as NCOA1 inh -7, SRC3 inh 28, SRC2 inh 1, ABHD5 PLIN5 PPI 3, NOD2 RIPK2 PPI 5, LRH-1 inv ag -24, Exocytosis inh 9, TROY signal inh -8, TLR9-MyD88 inh 2, TWEAK Fn14 block 7 and NR2F2 inh 6.
Cc1nc(CNS(=O)(=O)c2ccc(Br)cc2)cs1 was read as NCOA1 inh -3, SRC3 inh 11, SRC2 inh -22, ABHD5 PLIN5 PPI 5, NOD2 RIPK2 PPI 1, LRH-1 inv ag -22, Exocytosis inh 0, TROY signal inh -3, TLR9-MyD88 inh 8, TWEAK Fn14 block 5 and NR2F2 inh -3.
Screening CSc1ccc(CN(C)C(=O)CCNS(=O)(=O)c2ccc(C)c(C)c2)cc1 returned NCOA1 inh 18, SRC3 inh 9, SRC2 inh -5, ABHD5 PLIN5 PPI 1, NOD2 RIPK2 PPI -1, LRH-1 inv ag 14, Exocytosis inh 1, TROY signal inh 3, TLR9-MyD88 inh -7, TWEAK Fn14 block -7 and NR2F2 inh -9.
`C[C@H](CO)N1C[C@H](C)[C@H](CN(C)S(=O)(=O)c2ccc(F)cc2)OCc2cnnn2CCCC1=O` gave NCOA1 inh -3, SRC3 inh -10, SRC2 inh 6, ABHD5 PLIN5 PPI -6, NOD2 RIPK2 PPI 6, LRH-1 inv ag -3, Exocytosis inh 2, TROY signal inh 7, TLR9-MyD88 inh -11, TWEAK Fn14 block 102* and NR2F2 inh 11.
Cc1cc(C)c(-n2c(O)c(C=NCCN3CCOCC3)c(=O)[nH]c2=O)c(C)c1 was read as NCOA1 inh 6, SRC3 inh -1, SRC2 inh 1, ABHD5 PLIN5 PPI -7, NOD2 RIPK2 PPI -2, LRH-1 inv ag 13, Exocytosis inh -1, TROY signal inh 23, TLR9-MyD88 inh -6, TWEAK Fn14 block 1 and NR2F2 inh 8.
For CS(=O)(=O)N1CCc2cc(-c3csc(NC(=O)Cc4ccccc4)n3)ccc21 the results were NCOA1 inh 23, SRC3 inh 6, SRC2 inh 12, ABHD5 PLIN5 PPI -13, NOD2 RIPK2 PPI -4, LRH-1 inv ag 12, Exocytosis inh 0, TROY signal inh 50, TLR9-MyD88 inh -7, TWEAK Fn14 block 58* and NR2F2 inh 26.
`COc1cccc(CN2CCN(C(=O)[C@H]3O[C@@H](n4cnc5c(N)ncnc54)[C@H](O)[C@@H]3O)CC2=O)c1` gave NCOA1 inh 18, SRC3 inh -5, SRC2 inh -3, ABHD5 PLIN5 PPI 8, NOD2 RIPK2 PPI -11, LRH-1 inv ag 4, Exocytosis inh 2, TROY signal inh 0, TWEAK Fn14 block -6 and NR2F2 inh -14.
For Cc1cc(Cl)c(S(=O)(=O)NCC2CCCO2)cc1OCC(N)=O (stereo unspecified) the results were NCOA1 inh -13, SRC3 inh 6, SRC2 inh 7, ABHD5 PLIN5 PPI 3, NOD2 RIPK2 PPI -11, LRH-1 inv ag -6, Exocytosis inh 2, TROY signal inh -1, TLR9-MyD88 inh 3, TWEAK Fn14 block 3 and NR2F2 inh 2.
For O=C(O)CC(NC(=O)C12CC3CC(CC(C3)C1)C2)c1ccc2c(c1)OCO2 (stereo unspecified) the results were NCOA1 inh -17, SRC3 inh 10, SRC2 inh 20, ABHD5 PLIN5 PPI 0, NOD2 RIPK2 PPI 1, LRH-1 inv ag 12, Exocytosis inh -1, TROY signal inh -25, TLR9-MyD88 inh -12, TWEAK Fn14 block -9 and NR2F2 inh 1.
For CCOCCCNC(=O)C1CCN(S(=O)(=O)N(CC(C)C)CC(C)C)CC1 the results were NCOA1 inh -15, SRC3 inh 11, SRC2 inh -6, ABHD5 PLIN5 PPI -5, NOD2 RIPK2 PPI 1, LRH-1 inv ag 6, Exocytosis inh 1, TROY signal inh -10, TLR9-MyD88 inh -2, TWEAK Fn14 block -8 and NR2F2 inh -4.
Screening COc1ccccc1N1CCN(CC(=O)Nc2ccc(-n3cnnn3)cc2)CC1 returned NCOA1 inh -5, SRC3 inh -2, SRC2 inh -7, ABHD5 PLIN5 PPI -2, NOD2 RIPK2 PPI -1, LRH-1 inv ag 7, Exocytosis inh 3, TROY signal inh -10, TLR9-MyD88 inh 3, TWEAK Fn14 block 6 and NR2F2 inh 24.
`O=C(NCCc1ccncc1)Nc1cccc(Cl)c1` gave NCOA1 inh -6, SRC3 inh -3, SRC2 inh -2, ABHD5 PLIN5 PPI 5, NOD2 RIPK2 PPI -2, LRH-1 inv ag -10, Exocytosis inh -1, TROY signal inh -15, TLR9-MyD88 inh 0, TWEAK Fn14 block 4 and NR2F2 inh 2.
Screening Cc1cccc(N2C(=O)CN=C2Nc2nc(C)cc(C)n2)c1 returned NCOA1 inh -3, SRC3 inh 3, SRC2 inh -29, ABHD5 PLIN5 PPI 3, NOD2 RIPK2 PPI -3, LRH-1 inv ag -19, Exocytosis inh -1, TROY signal inh 4, TLR9-MyD88 inh 2, TWEAK Fn14 block -19 and NR2F2 inh -7.
CCOc1cc(-c2nccc3cc(OC)c(OC)cc23)cc(OCC)c1OCC was read as NCOA1 inh -12, SRC3 inh 4, SRC2 inh 24, ABHD5 PLIN5 PPI -12, NOD2 RIPK2 PPI 0, LRH-1 inv ag 7, Exocytosis inh -4, TROY signal inh 9, TLR9-MyD88 inh -3, TWEAK Fn14 block 5 and NR2F2 inh 32.
Screening COc1ccc(Br)cc1CN(C)C(=O)c1ccc2c(c1)NC(=O)C(C)S2 (stereo unspecified) returned NCOA1 inh 13, SRC3 inh 7, SRC2 inh 17, ABHD5 PLIN5 PPI 1, NOD2 RIPK2 PPI 4, LRH-1 inv ag 0, Exocytosis inh -1, TROY signal inh 11, TLR9-MyD88 inh -4, TWEAK Fn14 block 9 and NR2F2 inh -11.
CNC(=O)C(=O)NCC1OCCCN1S(=O)(=O)c1ccc2c(c1)OCCO2 (stereo unspecified) was read as NCOA1 inh -22, SRC3 inh 1, SRC2 inh 12, ABHD5 PLIN5 PPI -5, NOD2 RIPK2 PPI 2, LRH-1 inv ag 10, Exocytosis inh -2, TROY signal inh -18, TLR9-MyD88 inh 1, TWEAK Fn14 block 9 and NR2F2 inh 5.
Cc1nnc(SCCn2c(N(C)Cc3ccccc3)nc3c2c(=O)[nH]c(=O)n3C)s1 was read as NCOA1 inh -6, SRC3 inh -4, SRC2 inh -23, ABHD5 PLIN5 PPI 7, NOD2 RIPK2 PPI -4, LRH-1 inv ag 19, Exocytosis inh -3, TROY signal inh 6, TLR9-MyD88 inh 5, TWEAK Fn14 block -31 and NR2F2 inh 3.
Screening CN(CC(=O)NCCN1CCN(c2ccccc2)CC1)S(=O)(=O)c1ccc2c(c1)CCC(=O)N2 returned NCOA1 inh -11, SRC3 inh -34, SRC2 inh 0, ABHD5 PLIN5 PPI -4, NOD2 RIPK2 PPI 5, LRH-1 inv ag -7, Exocytosis inh 1, TROY signal inh -1, TLR9-MyD88 inh -5, TWEAK Fn14 block 1 and NR2F2 inh 8.
For CC(C)NC(=O)Nc1cccc2c1O[C@H](CN(C)C(=O)Nc1ccc(C(F)(F)F)cc1)[C@@H](C)CN([C@H](C)CO)C2=O the results were NCOA1 inh 2, SRC3 inh 11, SRC2 inh 2, ABHD5 PLIN5 PPI 3, NOD2 RIPK2 PPI -8, LRH-1 inv ag 15, Exocytosis inh 6, TROY signal inh 3, TLR9-MyD88 inh -6, TWEAK Fn14 block -4 and NR2F2 inh -9.
Screening CCn1c(=O)cc(SCC(=O)Nc2cc(OC)c(OC)c(OC)c2)c2ccccc21 returned NCOA1 inh 5, SRC3 inh -20, SRC2 inh -5, ABHD5 PLIN5 PPI 5, NOD2 RIPK2 PPI -5, LRH-1 inv ag 2, Exocytosis inh 9, TROY signal inh 37, TLR9-MyD88 inh -7, TWEAK Fn14 block 17 and NR2F2 inh -27.

Assay outcomes: PubChem, several laboratories
